Assay outcomes deposited in PubChem by National Center for Advancing Translational Sciences (NCATS).
HCV inh – blocks hepatitis C virus. Potency, µM (titrated, usually from 41.8 µM), for inactives: at the top dose activity change, negative = inhibition, actives largely listed as inhibitors. Huh7.5.1 HCVcc-Cre infection, luciferase reporter, 44 h. hit rate 3.4% among 340,000. AID 651820
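HCVcc-Cre virus at an moi near 0.5 was added right after compound to cells cultured 4 h from seeding (1,000 cells/well). Luciferase activity was determined 44 h later, 15 min after substrate addition at RT.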
Tb PYK inh – T. brucei pyruvate kinase inhibition. TbPYK enzyme, Kinase-Glo Plus ATP luminescence, 45 min. Potency, µM (top dose mostly 76.8 µM), for inactives: at the top dose activity, negative = inhibition, actives largely listed as inhibitors. hit rate 0.12% among 410,000; note: nearly all actives have a fitted effect of over 50% in size
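Luminescence from Kinase-Glo Plus, added after a 45-minute room-temperature reaction, served as the end-point read-out. The enzyme and substrate were preincubated with compound before ADP (130 uM final) initiated turnover. Concentration-effect curves came from normalized qHTS data.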
* hit, by the source's call; ? = inconclusive; [ ] = another dose, or the depositor's remark. Calls come from the whole dose curve; as a rule, active = well fitted curve in the direction sought with a large enough effect; inconclusive = small, poorly fitted or top-dose-only effect, or another doubt; inactive = no such curve, though single readings can be large; an effect the other way counts as inactive or inconclusive. % is set by controls: 0 for no effect and ±100 for the full control effect; potency is the fitted concentration of half-maximal effect. A portion of the library; the hit share may differ from the screen's.

1: CCC(CO)Oc1cc(NCc2cccc(O)c2)c2ncn(C(C)C)c2c1 (stereo unspecified)
2: CCOC(=O)c1c2c(n(C)c1C)C(=O)C(=O)c1ccc(Br)cc1-2
3: O=C(O)C[C@H]1c2ccccc2S(=O)(=O)N1c1ccccc1
4: CCOc1ccc(S(=O)(=O)N2CCN(C(=O)COc3ccc(Br)cc3)CC2)cc1
5: CC1=CCC[C@H]2[C@H](C1)C(=O)C[C@@H](C)[C@]2(C)CC/C(=C/CO)CO
6: C[C@H](CO)N1C[C@H](C)[C@@H](CN(C)S(C)(=O)=O)Oc2c(NC(=O)Nc3ccc(C(F)(F)F)cc3)cccc2C1=O
7: CCN(CC(=O)Nc1c(F)cccc1F)C(=O)CCCOc1ccccc1
8: O=C(NC1=NCCS1)c1cccc(F)c1
9: CCN(CC)CC(=O)NC1CCCc2c1cnn2-c1cc(F)cc(F)c1 (stereo unspecified)
10: O=C(O)c1ccc(S(=O)(=O)c2ccccc2)s1
Compound	1	2	3	4	5	6	7	8	9	10
HCV inh	?	?	-3%	15%	7%	1%	-5%	6%	0%	4%
Tb PYK inh	7%	-2%	1%	2%	-7%	2%	-2%	-5%	1%	-3%

11: CCS(=O)(=O)Nc1ccc(C2=NN(C(=O)c3ccco3)C(c3ccc(Cl)o3)C2)cc1 (stereo unspecified)
12: O=C(COC(=O)Cc1ccc([N+](=O)[O-])cc1)NCc1ccc2c(c1)OCO2
13: CCCn1cnc2c(SCc3ccccn3)nc(N)nc21
14: CC1CCC(NC(=O)c2cccn2C)CC1 (stereo unspecified)
15: CC(=O)CSc1nc(CCc2ccccc2)c(C#N)c(=O)[nH]1
16: CC(=O)N(C(C)=O)c1ncn(C)c1S(=O)(=O)Nc1ccccc1
17: COc1cc2c(-c3ccccc3)c(C)oc2cc1/C=N/NC(N)=S
18: COc1ccc(COC(=O)CNC(=O)C2CCCCC2)cc1F
19: O=c1[nH]nc(SC2CCCCC2)c(=O)[nH]1
20: COc1ccc(OC)c(NC(=O)Nc2ccc(O)c3ccccc23)c1
Compound	11	12	13	14	15	16	17	18	19	20
HCV inh	22µM*	6%	0%	7%	8%	5%	?	7%	24%	-12%
Tb PYK inh	-3%	-8%	5%	-14%	2%	6%	-1%	3%	8%	-9%

Screen by screen, as entered above.
Compounds 11–20 in Tb PYK inh read -3%, -8%, 5%, -14%, 2%, 6%, -1%, 3%, 8%, -9%
Compounds 11–20 in HCV inh read 22µM*, 6%, 0%, 7%, 8%, 5%, ?, 7%, 24%, -12%

The listing picks up with the 4 entries that preceded the break.
17: COc1cc2c(-c3ccccc3)c(C)oc2cc1/C=N/NC(N)=S
18: COc1ccc(COC(=O)CNC(=O)C2CCCCC2)cc1F
19: O=c1[nH]nc(SC2CCCCC2)c(=O)[nH]1
20: COc1ccc(OC)c(NC(=O)Nc2ccc(O)c3ccccc23)c1
21: O=C(c1cccc(Cl)c1)N1CCC(=O)N(C(CO)Cc2ccccc2)CC1 (stereo unspecified)
22: C/C(=N\Nc1ccc(Cl)nn1)c1ccccc1O
23: O=C(c1ccccc1)N1CCCCC1
24: Cc1ccc(O)c(CN(C)Cc2cc(C)ccc2O)c1
25: CCOC(=O)c1cc2c(cn1)[C@@H](CCO)NC2
26: O=S(=O)(c1c(F)cccc1F)N(CCc1ccc(F)cc1)C[C@@H](O)COCc1ccccc1
27: O=S(=O)(Nc1c(O)ccc2ccccc12)c1cccc2ccccc12
28: Cc1ccc(C(=O)Nc2ccccc2N2CCCCC2)cc1S(=O)(=O)N1CCOCC1
29: Cc1ccc(S(=O)(=O)NCC(=O)NNC(=O)c2ccccc2Cl)cc1C
30: COc1ccc(/C=C2/CCCc3ccccc3C2=O)cc1
Compound	17	18	19	20	21	22	23	24	25	26	27	28	29	30
HCV inh	?	7%	24%	-12%	11%	0.5µM*	1%	-6%	-13%	?	5%	?	20%	-8%
Tb PYK inh	-1%	3%	8%	-9%	0%	0%	0%	-22%	-1%	-2%	-1%	-1%	-9%	-5%

Reprinted: entries 27–30
27: O=S(=O)(Nc1c(O)ccc2ccccc12)c1cccc2ccccc12
28: Cc1ccc(C(=O)Nc2ccccc2N2CCCCC2)cc1S(=O)(=O)N1CCOCC1
29: Cc1ccc(S(=O)(=O)NCC(=O)NNC(=O)c2ccccc2Cl)cc1C
30: COc1ccc(/C=C2/CCCc3ccccc3C2=O)cc1
Compound	27	28	29	30
HCV inh	5%	?	20%	-8%
Tb PYK inh	-1%	-1%	-9%	-5%

Additional structures follow.
31: Cc1ccc(S(=O)(=O)N2CCN(C(=O)COC(=O)/C=C/c3ccc(OC(F)F)cc3)CC2)cc1
32: CC(=O)O[C@H]1CC[C@@]2(C)C(=CC[C@H]3[C@@H]4CC[C@H](C(C)=O)[C@@]4(C)CC[C@@H]32)C1
33: COc1ccccc1NC(=O)CNC(=O)CC12CC3CC(CC(C3)C1)C2
34: CC(C)C[C@H](NC(=O)OCC1c2ccccc2-c2ccccc21)C(=O)O
35: CC(=O)Nc1ccc(S(=O)(=O)N[C@@H](C)C(=O)OCC(=O)c2ccc[nH]2)cc1
36: CC(C)=N/N=C1/NC(=O)C(c2ccccc2)S1 (stereo unspecified)
37: CC(Sc1ccccc1F)C(=O)Nc1ccc2c(c1)OCCO2 (stereo unspecified)
38: CCOC(=O)C1(c2ccccc2)CCN(CC(=O)c2ccc(NC(C)=O)cc2)CC1
39: CCN(C[C@H]1N[C@@](C)(C(=O)OC)[C@H]2C(=O)N(C)C(=O)[C@@H]12)C(C)=O
40: COc1ccc(-c2cc(C(=O)N/N=C/c3cccnc3)c3ccccc3n2)c(OC)c1
Compound	31	32	33	34	35	36	37	38	39	40
HCV inh	-2%	10%	9%	1%	7%	0%	2%	?	-1%	-20%
Tb PYK inh	9%	2%	-9%	3%	3%	4%	0%	-3%	-2%	1%

41: O=C(C[C@@H]1C/C=C\C[C@@H](Cc2ccc(F)cc2)C(=O)OCCNC1=O)NCCO
42: COc1cccc(-c2c(C(=O)O)cc(O)c3ccc(OC)cc23)c1
43: CCn1c(SC)nnc1-c1ccc(S(=O)(=O)N2CCCCC2)cc1
44: N#CC1C(=O)NC(c2ccccc2)=CC1c1ccccc1 (stereo unspecified)
45: CC(=O)Nc1ccc(C=NNC(=O)C2CC2)cc1
46: C=C(C)c1sc(-c2ccc(Cl)cc2)nc1C
47: CC(C)C[C@H]1CNC(=S)N1CC1CCN(CCC23CC4CC(CC(C4)C2)C3)CC1
48: COc1ccc(S(=O)(=O)N2CCOCC2)cc1NC(=O)COc1ccc2ccc(=O)oc2c1
49: CN(C)CCCn1c(=O)n(C2CCCCC2)c(=O)c2c3c(sc21)CCCCC3
50: CN(C(=O)COC(=O)CNC(=O)c1sc2ccccc2c1Cl)C1CCS(=O)(=O)C1 (stereo unspecified)
Compound	41	42	43	44	45	46	47	48	49	50
HCV inh	-6%	14%	11%	1%	15%	3%[8.37 µM]	?	-4%	-7%	16%
Tb PYK inh	-4%	0%	2%	12%	7%	-6%	-3%	-2%	2%	-1%

51: CC(=O)N1CCOc2ccc(S(=O)(=O)NC[C@H]3O[C@@H](n4ccc(=O)[nH]c4=O)[C@H](O)[C@@H]3O)cc21
52: COc1ccc(C2/C(=C(/O)c3ccc4c(c3)CC(C)O4)C(=O)C(=O)N2CCCn2ccnc2)cc1OC (stereo unspecified)
53: COc1cc(/C=C/C(=O)OCC(=O)Nc2cccc(F)c2)ccc1O
54: Nc1nc(SCC(=O)N2N=C3/C(=C\c4ccco4)CCCC3C2c2ccco2)n[nH]1 (stereo unspecified)
55: O=S(=O)(c1ccccc1)N1CCN(S(=O)(=O)c2ccccc2)c2ccccc21
56: CC(C)(C)N(Cc1ccccc1)C(=O)CN1C(=O)c2ccccc2S1(=O)=O
57: CCc1ccc(NC(=O)C(C)OC(=O)Cc2cc(OC)c(OC)c(OC)c2)cc1 (stereo unspecified)
58: Cc1cc(Br)c(NC(=O)CSc2n[nH]c(N)n2)c(Br)c1
59: CCOC(=O)C1=C(C)NC(C)=C(C(=O)OCC)C1C(=O)OCC(=O)NCCc1ccccc1
60: O=C(Cn1cnc2c(NCc3ccccc3)ncnc21)NCCN1CCOCC1
Compound	51	52	53	54	55	56	57	58	59	60
HCV inh	13%	12%	-3%	?	-14%	11%	?	6%	?	?
Tb PYK inh	0%	-3%	-13%	0%	-9%	1%	4%	-7%	-2%	3%
